Screening results as filed in PubChem BioAssay.
M. tuberculosis GlmU = inhibition of mycobacterial GlmU enzyme – biochemical, glucosamine-1-phosphate acetyltransferase (AID 1376) | M. tuberculosis GlmU acetyltransferase enzyme assay; higher % means a stronger effect | one-dose inhibition, %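 (tested at 30 µM in the primary screen)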; IC50 in µM for titrated hits | 220,000 tested, 0.25% active; in the data active = inhibition above about 13%;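 also: 0% = complete reaction with vehicle and 100% = reaction without substrate; strong numbers were not always called active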
RmlCD inh 1536 = blocks M. tuberculosis RmlC and RmlD coupled enzymes; P9WH09+P9WH11; AID 1533; RmlC+RmlD coupled enzyme assay, percent inhibition; primary screen in compound mixtures; 160,000 tested, 0.03% active; inhibition, % at 3.6 µM; in the data active = inhibition mostly above about 34%, no sharp cut-off; also: some results filed as inactive read as strong as hits
Target sequence (P9WH09 whole entry, looked up): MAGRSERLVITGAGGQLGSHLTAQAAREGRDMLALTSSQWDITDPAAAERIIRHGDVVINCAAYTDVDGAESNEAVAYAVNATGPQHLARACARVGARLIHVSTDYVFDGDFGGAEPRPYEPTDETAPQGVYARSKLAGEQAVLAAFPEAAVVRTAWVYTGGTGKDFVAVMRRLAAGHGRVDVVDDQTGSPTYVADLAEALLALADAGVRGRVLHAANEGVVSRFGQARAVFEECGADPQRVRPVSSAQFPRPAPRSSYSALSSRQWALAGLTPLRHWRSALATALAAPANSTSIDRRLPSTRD
Target sequence (P9WH11 whole entry, looked up): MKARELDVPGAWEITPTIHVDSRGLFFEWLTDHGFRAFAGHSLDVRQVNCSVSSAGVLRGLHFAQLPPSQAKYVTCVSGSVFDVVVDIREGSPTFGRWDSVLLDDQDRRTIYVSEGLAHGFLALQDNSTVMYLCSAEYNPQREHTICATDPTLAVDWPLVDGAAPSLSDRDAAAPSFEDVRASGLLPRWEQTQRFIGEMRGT
Active calls of the source: *; · = not tested or not shown. Only part of the results is shown (hit frequency here may not be typical).

Screens in order: RmlCD inh 1536, M. tuberculosis GlmU
O=c1[nH]c(CSc2nc3ccccc3s2)nc2ccccc12
 : 1.9, 2.6%
N#CCSCC(=O)Nc1ccc(F)cc1
 : 8.3, -1.4%
CCN(CC)CCCOc1ccc(C)cc1Br
 : 0.1, -1.6%
NC(=S)Nc1cccc(-c2n[nH]c(=S)o2)c1
 : -5.6, 0.9%
O=C(Nc1cccc(S(=O)(=O)NC2=NCCC2)c1)C1CCCCC1
 : 4.0, -2.7%
COC(=O)c1cccc(NC(=O)NC(=O)c2ccc(Cl)cc2)c1
 : 1.2, ·
Cc1ccc(Cl)cc1N1CCN(C(=O)Cc2c(C(=O)O)[nH]c3ccc(Cl)cc23)CC1
 : -10.3, 5.3%
CCOC(=O)N1CCC(N2CCN(S(=O)(=O)c3ccc(OC)cc3)CC2)CC1
 : 6.4, -4.8%
CC1(C)CC(=O)C2=C(C1)OC(N)=C(C#N)C2c1ccoc1 (stereo unspecified)
 : 7.9, -2.1%
CCOC(=O)CN1C(=O)C(CC)Oc2ccccc21 (stereo unspecified)
 : 9.5, -0.8%
Cc1cc(C)cc(NC(=O)c2oc3ccccc3c2COc2ccccc2)c1
 : 4.9, 0.3%
COc1ccc(NC(=O)c2c(C)cc(=O)oc2C)c(OC)c1
 : 5.4, 1.2%
C/C(=N/NC(=S)Nc1cccc(C)c1)c1cccc([N+](=O)[O-])c1
 : 11.6, 0.9%
Nc1[nH]nc2nc(N3CCCC3)nc(-c3ccccc3)c12
 : -8.3, 3.8%
Cc1cc(S(=O)(=O)N2CCCOC2CNC(=O)C(=O)NCc2ccco2)ccc1F (stereo unspecified)
 : ·, 0.8%
Cc1c(/C=N/NC(=O)c2cc(=O)[nH]c(=O)[nH]2)c2ccccn2c1C(=O)c1ccccc1
 : 43.6, -4.6%
COc1ccc(Cc2nnc(SCC(=O)NC3CCCC3)o2)cc1
 : ·, 6.3%
Cc1nn(-c2nc3ccccc3s2)c(N)c1Sc1ccc(F)cc1
 : ·, -3.8%
COc1cc(-c2ccccc2)nc2ccccc12
 : ·, 0.8%
CC12C(=O)N(c3cccc(OC(=O)c4ccco4)c3)C(=O)C1C1c3ccccc3C2c2ccccc21 (stereo unspecified)
 : 81.5, 5.3%

Complete entries, looked up by structure.
COc1cc(-c2ccccc2)nc2ccccc12 is listed with RmlCD inh 1536 = ·; M. tuberculosis GlmU = 0.8%
CCOC(=O)CN1C(=O)C(CC)Oc2ccccc21 (stereo unspecified) is listed with RmlCD inh 1536 = 9.5; M. tuberculosis GlmU = -0.8%

Other compounds:
Screens in order: RmlCD inh 1536, M. tuberculosis GlmU
CCc1cc2ccc(OC)cc2nc1SCC(=O)N1CCN(C(=O)c2ccco2)CC1
 : -10.1, 2.6%
O=C(c1ccco1)N1CCN(CC(=O)N2CCCc3c2c(=O)oc2ccc(O)cc32)CC1
 : 13.1, 0.9%
O=C(/C=C/c1ccnc2ccccc12)c1cccs1
 : 8.0, -1.6%
CCOC(=O)N1CCN(C(=O)c2ccc(CNS(=O)(=O)c3ccc(C)cc3)cc2)CC1
 : ·, 3.3%
Cc1ccc(-c2cc(C(=O)O)n[nH]2)s1
 : -11.5, -2.4%
O=C(OCn1nnc2ccccc2c1=O)c1ccc2ncsc2c1
 : ·, -3.1%
Cc1cc(N)c(C)c([N+](=O)[O-])c1C
 : -11.3, 2.2%
CCOc1ccccc1-n1c(SCC(=O)NC2CCCC2)nnc1-c1ccoc1C
 : 15.2, -2.8%
CS(=O)(=O)N(CCc1ccccc1)CC(=O)NCc1ccccn1
 : -6.3, 0.6%
N#CC(C(=O)c1ccc(S(=O)(=O)N2CCCCCC2)cc1)c1nc2ccccc2[nH]1 (stereo unspecified)
 : 3.6, -0.6%
O=C(COC(=O)CNC(=O)c1ccccc1)NCCc1ccccc1
 : ·, -8.3%
Cc1ccc2c(Cl)cc(Cl)c(OCC(=O)Nc3cccc(S(N)(=O)=O)c3)c2n1
 : 4.2, 1.6%
N#Cc1cc2cc3c(cc2nc1N1CCOCC1)OCO3
 : -4.3, 2.2%
COC(=O)c1sccc1NC(=O)Nc1ccccc1F
 : ·, 2.9%
CCOCCCNc1nc(C)nc2c1nnn2Cc1c(F)cccc1Cl
 : -4.1, 2.3%
CC(=O)N1CCC(C(=O)Nc2ccccc2)(N(Cc2ccccc2)C(=O)c2cccnc2)CC1
 : ·, -0.6%
N#C/C(=C\c1cccs1)C(=O)NCC1CCCO1 (stereo unspecified)
 : 27.2, 7.6%
COc1ccc(Cn2c(N)c(S(=O)(=O)c3cccs3)c3nc4ccccc4nc32)cc1
 : 10.6, 3.2%
COc1ccc(OC)c(CCNC(=O)C(=O)Nc2ccc3nc4n(c(=O)c3c2)CCCCC4)c1
 : -6.3, -7.8%
O=C(C1CCC(=O)N1Cc1ccccc1Cl)N1CCC2(CC1)OCCO2 (stereo unspecified)
 : ·, -3.2%
CCOC(=O)CC1C(=O)NCCN1S(=O)(=O)c1ccccc1Cl (stereo unspecified)
 : 42.0, 3.9%
N#C/C(=C/c1ccc(Sc2nc3ccccc3[nH]2)o1)c1cccc(F)c1
 : 8.4, -1.9%
O=c1[nH]c(SCc2ccc(Cl)cc2)nc2[nH]ncc12
 : ·, -1.7%
Cc1nc2c3ccccc3nc(NNC(=O)CCC(=O)NC3CCCC3)n2n1
 : -11.7, 8.5%
Cc1c2c(nc3nnnn13)CCCC2
 : -8.1, -4.8%
C/C(=N\OCc1ccccc1)c1c(O)cc(C(C)C)n(-c2ccccc2)c1=O
 : ·, 2.1%
CCSc1nnc(NC(=O)CSc2nnc(-c3c[nH]c4ccccc34)n2C)s1
 : -11.7, 2.3%
C=C(C)CSCc1nc2ccccc2[nH]1
 : 4.3, 6.4%
O=C(CSc1nncs1)Nc1ccc(S(=O)(=O)N2CCCC2)cc1
 : -2.5, 2.4%
Cc1cccc(C(=O)Nc2ccc3c(c2)C(=O)N(CC(C)C)C3=O)c1
 : 3.1, 2.3%
Cc1nc2ccccc2n1CCC(=O)Nc1cccc(F)c1
 : -4.8, 1.0%
O=C(NC(NCc1cccnc1)C(Cl)(Cl)Cl)c1cccc2ccccc12 (stereo unspecified)
 : -1.5, -2.7%
CC(C)Oc1ccc(N2C(=O)c3ccccc3C2=O)cc1
 : 25.7, -3.9%
Cc1ccc(C)c(SCc2noc(C(=O)NC(C)C)c2C(=O)O)c1
 : ·, -2.4%
N#Cc1c(-c2ccccc2)[nH]c(=S)[nH]c1=O
 : 6.8, 1.6%
COC(=O)c1c(NC(=O)Cn2cc([N+](=O)[O-])cn2)sc2c1CCC2
 : 15.9, 3.0%
O=C(COC(=O)c1ccccn1)Nc1nc(-c2cccc([N+](=O)[O-])c2)cs1
 : -10.5, 2.6%
O=C1C2C3c4ccccc4C(c4ccccc43)C2C(=O)N1/N=C/c1cccc(O)c1 (stereo unspecified)
 : ·, 10.4%
Cc1nn(-c2ccccc2)c(C)c1/C=C/C(=O)OCC(=O)N(C)C1CCS(=O)(=O)C1 (stereo unspecified)
 : -5.4, -2.3%
COc1ccc(OCC(=O)Nc2ccc(NC(=O)c3ccco3)cc2)cc1
 : 21.5, 5.0%
O=C(c1cccc(F)c1)N1CCC(N2CCCCCC2)CC1
 : ·, -4.3%
CCCC/C(O)=C1\C(=O)CC(C)(C)CC1=NCCCCCC(=O)O
 : 8.5, -0.3%
CCOc1ccccc1N1CN(CC)CNC1=S
 : 1.6, -2.8%
CCOC(=O)C1=C(C)OC(N)=C(C#N)C1c1ccc(C)o1 (stereo unspecified)
 : 5.3, 10.4%
Cc1cc2ccccc2n1CCNC(=O)C1CCCC1
 : 0.2, ·
CCOC(=O)/C(=C/c1c(C)n(C)c2ccc([N+](=O)[O-])cc12)C(C)=O
 : 10.0, -7.1%
NS(=O)(=O)c1cccc(NC(=O)Cc2ccc(Cl)c(Cl)c2)c1
 : -13.1, -3.4%
O=C(COc1ccc2ccccc2c1)N1CCCC1
 : -0.1, -1.8%
Cc1ccc(C(=O)Oc2cc(-c3ccccc3)no2)cc1
 : 0.6, 8.5%
NC(=O)c1c(N)sc(=S)n1-c1ccccc1
 : -8.9, -0.8%
O=C(Nc1ccc2c(c1)OCO2)C1CCCN(S(=O)(=O)Cc2ccccc2)C1 (stereo unspecified)
 : ·, 1.8%
O=C(Cn1nnc(-c2ccccc2F)n1)OCC(=O)c1ccccc1
 : 0.9, -3.7%
NC(=O)CSc1nc2ccccc2n1Cc1ccccc1F
 : -7.9, -2.2%
COc1cc(OC)c(CN2CCN(c3ccc(F)cc3)CC2)cc1Br
 : -3.2, 0.6%
CCN1/C(=C\c2ccc3cc(C)ccc3[n+]2CC)Sc2cc(C)c(C)cc21
 : -9.4, -0.4%
CCCNC(=O)c1ccc2c(=O)c(O)c(-c3ccc(OC)cc3)[nH]c2c1
 : ·, 3.9%
O=C(Nc1ccc2c(c1)OCO2)c1cccc2c1C(=O)N(Cc1cccnc1)C2
 : -12.2, 2.0%
O=C(Nc1ccccc1)c1ccncc1
 : 12.2, 3.0%
CCOc1cc(/C=N/Nc2ncnc(Cl)c2N)ccc1O
 : ·, 0.5%
Cc1cccc(N(CC(=O)NCCSCc2ccccc2)S(C)(=O)=O)c1
 : 6.4, -3.5%

Next records follow.
Screens in order: RmlCD inh 1536, M. tuberculosis GlmU
CN(C)c1ccc(N/C(=N\S(=O)(=O)c2cccs2)c2ccccc2)cc1
 : -5.3, 4.1%
Cc1ccc(S(=O)(=O)c2ccc(Cl)cc2)cc1S(=O)(=O)N1CCOCC1
 : -3.2, 3.9%
O=C(N/N=C/c1ccccc1[N+](=O)[O-])c1ccc2c(c1)OCCO2
 : ·, 2.0%
Cc1ncoc1C(=O)Nc1ccccc1-c1ccccc1
 : -3.3, 2.0%
O=C1c2cccc3cccc(c23)C(=O)N1c1ccncc1
 : -9.3, 3.8%
O=C(NCc1ccccc1)c1cc(S(=O)(=O)N2CCOCC2)ccc1F
 : 12.0, -1.2%
Cc1nc2c(sc3nc(N4CCOCC4)c4c(c32)CC(C)(C)OC4)c(-c2ccccc2)c1C(=O)O
 : ·, 4.5%
CCCNC(=O)Cn1nc(C(F)(F)F)c2c1CCCC2
 : ·, 1.2%
CC1CCCC(C)N1S(=O)(=O)c1ccc(NC(=O)CNCC2CCCO2)cc1 (stereo unspecified)
 : 2.9, 4.8%
CCCC/C(O)=C/c1nc2ccccc2[nH]c1=O
 : 13.6, -8.0%
O=C(c1ccccc1F)N1CCCC(c2ccccc2)C1 (stereo unspecified)
 : -2.9, -1.1%
O=C(N/N=C/c1ccccn1)c1cc(-c2ccncc2)nc2ccccc12
 : 6.1, 0.9%
CCN(CC(N)=O)S(=O)(=O)c1ccc(Br)cc1
 : -8.4, 1.4%
COc1ccc(OC)c2sc(NNC(=O)C3COc4ccccc4O3)nc12 (stereo unspecified)
 : 1.2, 3.2%
c1ccc(-c2ccc3nnnn3n2)cc1
 : -14.9, -1.1%
CC(C)C(=O)N(c1cc2sc(=O)oc2c2ccccc12)S(=O)(=O)c1cccs1
 : 11.4, -0.4%
CCCCCn1c(CN2CCN(c3cc(Cl)ccc3C)CC2)nc2c1c(=O)[nH]c(=O)n2C
 : ·, 2.3%
Cc1cc(C)c2[nH]c(O)c(N=NC(=O)c3cc4c(s3)CCCC4)c2c1
 : 10.1, 1.4%
Cc1cc(NS(=O)(=O)c2ccc(NC(=O)Nc3ccc4c(c3)OCO4)cc2)no1
 : -11.3, 1.7%
CCOCC(=O)Nc1c(C)n(C)n(-c2ccccc2)c1=O
 : 8.6, -3.7%
CC1(C)Cc2c(sc3[nH]c(=S)n(Cc4ccco4)c(=O)c23)CO1
 : ·, 3.7%
O=Cc1c(-c2ccccc2)nc2ccccn12
 : -10.7, 4.6%
COc1cccc(C(=O)NCc2ccc3[nH]c(C)cc3c2)c1
 : -13.8, -3.6%
C=C(C)CSc1nnc2[nH]c(=O)cc(N)n12
 : ·, 2.0%
O=C(COC(=O)c1ccccc1NC(=O)c1ccco1)NCCC1=CCCCC1
 : 5.1, 2.7%
Cc1ccc(/C=C2/NC(=O)N(Cc3ccccc3)C2=O)s1
 : -5.4, 5.8%
Cc1ccc(CCNC(=O)CCS(=O)(=O)c2ccc(Br)cc2)cc1
 : -8.8, -0.3%
CCS(=O)(=O)n1nc(-c2ccccc2)nc1N
 : 10.5, -1.6%
CC1CCCCC1NC(=O)C(Cc1ccccc1)NS(=O)(=O)c1cccs1 (stereo unspecified)
 : ·, -3.1%
COc1ccc(NC(=O)c2cc(Cl)ccc2NC(=O)c2ccco2)c(OC)c1
 : 22.0, 1.4%
O=C(CCCc1ccccc1)Nc1ccccn1
 : 5.9, -5.1%
CCOC(=O)C1=C(c2ccccc2)NC(SCC(=O)Nc2ccc(C)cc2)=C(C#N)C1c1ccco1 (stereo unspecified)
 : ·, 2.1%
Cc1cc([N+](=O)[O-])nn1CC(=O)Nc1ccc(Cl)cn1
 : 6.4, 1.1%
CCN(c1ccccc1)P(=O)(Nc1ccccc1)Nc1ccccc1
 : 7.0, 3.0%
O=C(C1=C[C@@H](c2ccc(Br)cc2)C[C@@H](OCc2ccc(CO)cc2)O1)N1CCN(Cc2ccc3c(c2)OCO3)CC1
 : ·, 1.6%
Cc1c2ccncc2c(C)c2c1[nH]c1ccccc12
 : ·, -2.6%
Cc1cccc(-n2ncc3c(NCCCn4ccnc4)ncnc32)c1
 : ·, 0.1%
Cc1cc(OCC(=O)N2CCOCC2)ccc1[N+](=O)[O-]
 : ·, -0.3%
COc1cc(NS(=O)(=O)c2ccc(NC(=O)/C=C/c3ccc([N+](=O)[O-])cc3)cc2)ncn1
 : -1.9, 2.1%
